From PubChem BioAssay
EBV LMP1 NFkB – reduces LMP1-driven NF-kappaB luciferase signal; LMP1-induced NF-kappaB luciferase reporter cells, luminescence; inhibition, % at 12.5 µM; 350,000 tested, 0.69% active; in the data active = inhibition above about 41%;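 also: 0% = neutral control wells and 100% = reference inhibitor control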
KKLEB cytotox – CF airway cell cytotoxicity counter-screen | activity change (cytotoxicity), % at 5 µM | KKLEB CF airway cells viability, ATPlite luminescence, overnight; active compounds read low; cells stimulated with P. aeruginosa culture filtrate | 360,000 tested, 0.36% active;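 active = corrected activity change at or below -50% at 5 µM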
C8 TRAIL sens – caspase-8 TRAIL sensitization | NB7+C8 cells + TRAIL, ATPlite viability luminescence | inhibition (viability loss, TRAIL sensitization), % at 10 µM | 360,000 tested, 1% active;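 active = compounds causing at least 50% loss of cell viability in the single-dose screen, relative to plate controls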
LRH-1 inv ag – inverse agonists of human LRH-1 (NR5A2) | HEK293T StAR-luciferase reporter, LRH-1 transfected, 24 h | inhibition, % at 3.6 µM | O00482 | 360,000 tested, 0.13% active | AID 602396;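 active = inhibition above the mean inhibition of all tested compounds plus 3 SD, cut at about 73% in these data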;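 also: 0% = DMSO wells and 100% = reporter-only cells lacking LRH-1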
Target sequence (O00482 whole entry, looked up): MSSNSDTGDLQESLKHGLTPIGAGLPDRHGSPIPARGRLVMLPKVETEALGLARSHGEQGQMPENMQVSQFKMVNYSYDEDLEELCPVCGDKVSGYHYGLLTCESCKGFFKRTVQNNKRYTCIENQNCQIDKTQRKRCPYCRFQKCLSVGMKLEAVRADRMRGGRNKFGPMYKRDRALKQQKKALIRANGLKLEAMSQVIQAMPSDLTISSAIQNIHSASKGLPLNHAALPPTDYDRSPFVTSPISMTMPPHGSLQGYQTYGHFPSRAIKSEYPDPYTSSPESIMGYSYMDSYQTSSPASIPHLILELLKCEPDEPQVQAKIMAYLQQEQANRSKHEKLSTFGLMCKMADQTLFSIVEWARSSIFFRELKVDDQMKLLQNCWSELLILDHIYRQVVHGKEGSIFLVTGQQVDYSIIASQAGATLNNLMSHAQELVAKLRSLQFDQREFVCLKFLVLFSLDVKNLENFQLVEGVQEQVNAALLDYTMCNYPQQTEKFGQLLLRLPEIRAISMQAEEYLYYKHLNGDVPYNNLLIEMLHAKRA
TWEAK Fn14 block – inhibitors of TWEAK-Fn14 interaction signaling. TWEAK-stimulated Fn14 reporter cells, luciferase luminescence, 8 h. inhibition, % at 10 µM. 360,000 tested, 2% active; in the data active = inhibition above about 50%
NR2F2 inh – blocks human COUP-TFII nuclear receptor; P24468; HEK293T NGFI-A luciferase reporter, luminescence; inhibition, % at 8.6 µM; 370,000 tested, 0.7% active; AID 686940;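 active = inhibition above a per-plate cutoff, mean inhibition of test wells between control levels plus 3 SD, cut at about 38% in these data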;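 also: cells cotransfected with COUP-TFII expression vector driving the NGFI-A reporter; 0% = median of COUP-TF2 test wells and 100% = reporter-only cells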
Target sequence (P24468 whole entry, looked up): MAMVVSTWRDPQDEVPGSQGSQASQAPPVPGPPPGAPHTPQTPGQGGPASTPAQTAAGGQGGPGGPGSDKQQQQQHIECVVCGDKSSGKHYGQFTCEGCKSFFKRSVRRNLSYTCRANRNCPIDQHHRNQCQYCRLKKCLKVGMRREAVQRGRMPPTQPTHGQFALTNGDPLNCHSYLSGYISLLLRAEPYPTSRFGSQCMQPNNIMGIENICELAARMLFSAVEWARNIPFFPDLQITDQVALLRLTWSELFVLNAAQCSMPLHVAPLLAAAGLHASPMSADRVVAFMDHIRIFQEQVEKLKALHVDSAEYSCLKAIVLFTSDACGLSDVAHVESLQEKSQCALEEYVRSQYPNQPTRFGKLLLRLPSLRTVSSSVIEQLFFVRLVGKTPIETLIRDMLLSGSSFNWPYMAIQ
NCOA1 inh – human NCOA1 inhibition. 360,000 tested, 0.12% active. inhibition, % at 3.6 µM. HEK293 GAL4-SRC1 luciferase reporter, luminescence. AID 588354;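 active = inhibition above the campaign mean plus 3 SD, with each screening campaign given its own cutoff, cut at about 60% in these data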;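 also: 0% = DMSO treated cells and 100% = gossypol at 36 µM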
CF NFkB block – inhibitors of cystic fibrosis induced NF-kB. AID 588850. 360,000 tested, 0.86% active. inhibition, % at 5 µM. KKLEB NF-kB-GFP reporter, PAF-induced, GFP fluorescence overnight;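 active = at least 50% inhibition at 5 µM, scaled per plate between neutral and stimulator controls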;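 also: PAF is a Pseudomonas aeruginosa culture filtrate used as stimulus; plate controls were PAF-stimulated DMSO wells for no effect and unstimulated DMSO wells for full effect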
SRC3 inh – inhibitors of human steroid receptor coactivator 3 (SRC3); 360,000 tested, 0.17% active; inhibition, % at 3.6 µM; Q9Y6Q9; HEK293 GAL4-SRC3 luciferase reporter, luminescence;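 active = inhibition above a per-campaign cutoff, the mean of all compounds plus 3 SD, cut at about 60% in these data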;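 also: 0% = DMSO-treated cells and 100% = gossypol-treated cells at 36 µM; higher means less SRC3-driven luciferase light from the GAL4 reporter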
NCOA2 inhibitor – human SRC2 (NCOA2) inhibition; Q15596; 370,000 tested, 0.17% active; HEK293 GAL4-SRC2 luciferase reporter, luminescence; inhibition, % at 9 µM;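 active = inhibition above the mean inhibition of all tested compounds plus 3 SD, set per campaign, cut at about 52% in these data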;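 also: 0% = DMSO treated cells and 100% = cells given Gossypol at 36 µM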
TROY NFkB inh – TROY signaling inhibition; Q293 LMP1-TROYcd NF-kB luciferase reporter, 4 h; inhibition, % at 10 µM; 360,000 tested, 0.98% active;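 active = compounds whose plate-normalised and pattern-corrected inhibition of the luciferase reporter signal at the single screening dose is 50% or more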
An asterisk follows results filed as active; . = not tested or not shown.

SMILES	EBV LMP1 NFkB	KKLEB cytotox	C8 TRAIL sens	LRH-1 inv ag	TWEAK Fn14 block	NR2F2 inh	NCOA1 inh	CF NFkB block	SRC3 inh	NCOA2 inhibitor	TROY NFkB inh
CCn1c(=S)[nH]c2nc3c(cc2c1=O)CCCC3	0	-11	12	5	-10	5	-15	18	-6	-6	14
Cc1ccc(NC(=O)COc2ccc(-n3cnnn3)cc2)cc1C	-4	9	5	-18	-5	1	-8	-3	15	-19	-12
COCCn1c(-c2ccc(Cl)cc2)cnc1SCC(=O)NCc1cccs1	6	4	4	0	6	17	6	0	1	1	5
COc1ccc(C2(C)CC(=O)NC2=O)cc1 (stereo not drawn)	9	5	5	-1	24	8	14	-18	-2	5	3
O=C(CNC(=S)N(Cc1ccccc1)Cc1ccccc1F)NCc1ccccc1	-2	3	-10	1	15	-1	-13	-11	-1	1	21
Clc1cccc(Cl)c1Cn1nnc(-c2cccs2)n1	-27	-4	-2	-17	-2	-21	-59	-1	-56	-2	-42
O=C(CSc1nc2ccccc2c(=O)[nH]1)c1ccc(O)c(O)c1	14	-20	4	2	-68	6	-17	0	12	-9	6
COc1ccc(NC(=O)CN(C)C(=O)c2cccc(S(=O)(=O)N3CCN(c4ccc(F)cc4)CC3)c2)cc1	17	-9	19	14	26	46*	-4	0	17	24	23
CN1CCN(S(=O)(=O)c2ccc(NC(=O)c3ccccc3F)cc2)CC1	1	-13	1	4	2	-17	4	8	12	-10	-5
CC(C)C#Cc1ccc2c(c1)O[C@@H](CN(C)S(=O)(=O)c1cn(C)cn1)[C@@H](C)CN([C@H](C)CO)S2(=O)=O	-6	6	-12	-13	-5	5	-4	-16	-6	-14	-8
CCOc1ccc(NC(=O)CSc2nc(NS(=O)(=O)c3ccc(C)cc3)cc(=O)[nH]2)cc1	-5	3	-15	-21	13	8	8	-9	3	-2	-2
COc1cccc(NC(=O)c2ccc3c(c2)OCCO3)c1	19	-8	87*	-90	57*	-31	-56	-6	-76	3	24
CCCCN(CCCC)c1nc2ccccc2nc1C(C#N)C(=O)NCCCOC (stereo not drawn)	6	-2	1	-28	-1	-5	-24	-21	10	-2	4
COC(=O)c1ccccc1NC(=O)Cn1c(=O)n(CCC(=O)NC2CCN(Cc3ccccc3)CC2)c(=O)c2ccccc21	1	-12	8	5	-1	-19	-16	-3	10	-17	-12
CS(=O)(=O)c1ccccc1C(=O)NCCC(c1ccccc1)c1ccccc1	-14	-5	8	-3	11	4	7	2	3	1	-4
CCOc1cc(C(N)=O)cc(Cl)c1OCC	8	-6	-2	8	25	4	8	34	20	8	11
Cc1cc(C)n(C(=O)c2ccccc2[N+](=O)[O-])n1	8	-1	0	-4	5	-4	3	-19	-8	5	-16
NC(=O)c1sc(=S)n(-c2ccc(Br)cc2)c1N	-7	9	1	-9	-7	3	-8	-4	-9	-31	-39
COC(=O)c1ccc(CSc2nnc(-c3c[nH]c4ccccc34)n2C)o1	-5	5	-10	7	-1	2	-15	-5	-1	-17	-9
Cc1ccc(NC(=O)CCOc2ccccc2)cc1	-17	1	-8	-111	-25	-29	-96	9	-158	-57	-68
Cc1ccc(-c2ccc(S(=O)(=O)N3CCCC3)cc2)cc1	-4	8	-1	-4	-7	-8	9	5	-7	25	-11
COc1cc(/C=N/NC(=O)CCN2CCN(Cc3ccccc3)CC2)cc(OC)c1OC	5	10	14	12	-20	-30	3	-26	2	-22	1
COc1ccc(NS(=O)(=O)c2cc(NC(=O)c3cnccn3)ccc2N2CCCC2)cc1	3	7	-13	14	17	1	-18	13	-21	-20	3
Cc1ccc(C(C#N)=Cc2ccc3c(c2)OCO3)cc1	-32	-41	56*	-146	9	-64	-114	-26	-110	-84	-60
Cn1c(=O)c2ccccc2n(Cc2ccccc2Cl)c1=O	-5	-4	7	0	-60	4	-5	19	15	-11	7

Shown as a hit in NR2F2 inh, of those listed so far:
Molecule	EBV LMP1 NFkB	LRH-1 inv ag	TWEAK Fn14 block	NR2F2 inh	NCOA1 inh	CF NFkB block	SRC3 inh	NCOA2 inhibitor
COc1ccc(NC(=O)CN(C)C(=O)c2cccc(S(=O)(=O)N3CCN(c4ccc(F)cc4)CC3)c2)cc1	17	14	26	46*	-4	0	17	24

The main list resumes, starting five compounds before the break.
SMILES	EBV LMP1 NFkB	KKLEB cytotox	C8 TRAIL sens	LRH-1 inv ag	TWEAK Fn14 block	NR2F2 inh	NCOA1 inh	CF NFkB block	SRC3 inh	NCOA2 inhibitor	TROY NFkB inh
Cc1ccc(-c2ccc(S(=O)(=O)N3CCCC3)cc2)cc1	-4	8	-1	-4	-7	-8	9	5	-7	25	-11
COc1cc(/C=N/NC(=O)CCN2CCN(Cc3ccccc3)CC2)cc(OC)c1OC	5	10	14	12	-20	-30	3	-26	2	-22	1
COc1ccc(NS(=O)(=O)c2cc(NC(=O)c3cnccn3)ccc2N2CCCC2)cc1	3	7	-13	14	17	1	-18	13	-21	-20	3
Cc1ccc(C(C#N)=Cc2ccc3c(c2)OCO3)cc1	-32	-41	56*	-146	9	-64	-114	-26	-110	-84	-60
Cn1c(=O)c2ccccc2n(Cc2ccccc2Cl)c1=O	-5	-4	7	0	-60	4	-5	19	15	-11	7
COc1ccccc1OCC(=O)OCC(=O)Nc1ncc(Cl)cc1Cl	-11	-2	-3	1	-5	0	-9	4	20	7	19
CO/N=C(\CCC(=O)O)c1cccs1	-2	7	-1	13	-7	-5	-11	17	9	14	8
COc1ccc(CCNC(=O)c2ccc3nc[nH]c3c2)cc1	-4	-29	-12	10	2	-10	-11	21	-9	1	-3
CC1CN(C(=O)COc2ccc3ccccc3c2Br)CC(C)O1 (stereo not drawn)	-3	-15	4	-19	-13	0	-1	27	-23	-4	-11
O=C1c2ccccc2C(=O)C1c1ccccc1	-3	27	-13	1	0	2	5	12	6	-8	-4
O=C(CSc1ncc(-c2ccccc2)n1CC1CCCO1)N1CCCCC1 (stereo not drawn)	-4	-1	-18	-5	-5	1	-9	13	12	-22	5
CN(Cc1nc(Cc2cccc(F)c2)no1)CC1COCCO1 (stereo not drawn)	3	11	-7	3	2	12	-6	13	7	10	9
O=C(c1ccc(F)cc1)C1CCN(C(=S)NCC2CCCO2)CC1 (stereo not drawn)	-4	-1	1	-3	-2	-5	-3	9	27	33	-1
CC(C)(C)c1ccc(C(=O)N2CCCN(c3ccc([N+](=O)[O-])cn3)CC2)cc1	8	8	26	-4	-5	9	3	0	24	16	25
Nc1ccc(C(=O)NCC2(c3ccccc3)CCCC2)cc1	-7	-4	-1	4	-4	17	-35	-3	4	-1	-6
OC[C@H]1O[C@H](c2nc(-c3nc(-c4cccs4)no3)cs2)C[C@@H]1O	.	-9	9	-54	45	-34	-51	-9	-39	-44	34
OCCN(Cc1ccccc1)Cc1ccc(Cl)cc1	1	2	-22	0	9	-3	1	8	12	-9	8
CCOc1ccc(N=C2NC(=O)SC2CC(=O)OC)cc1 (stereo not drawn)	-1	-13	2	2	0	0	-10	23	11	-7	3
N#CC1=C(N)Oc2cc(N)ccc2C1c1ccc(Cl)cc1 (stereo not drawn)	-6	-4	8	-2	2	6	7	15	-4	-12	1
Cn1cc(S(=O)(=O)N2CCC(C(N)=O)CC2)c(=O)n(C)c1=O	1	-9	20	8	1	-6	8	-15	-5	-1	2
FC(F)(F)c1cccc(N/N=C/c2ccccc2)c1	-20	12	-1	-19	-49	-22	-31	-8	-11	-38	-30
OC(Cc1cccnc1)(c1ccccc1)c1ccccc1	-10	-5	-4	6	-1	3	2	15	-7	4	-3
CCN1CCN(c2cc(C)c3cc(NC(=O)c4cncc(Br)c4)ccc3n2)CC1	1	-11	23	-12	23	-14	1	16	15	8	-12
COc1cc(/C=N/NC(=O)c2cccc([N+](=O)[O-])c2)ccc1OC(=O)c1ccco1	1	1	3	-3	-40	9	-21	17	12	-13	-7
CCOC(=O)N1CCN(C(=O)c2ccc3c(c2)N=C(C)c2cc(Cl)ccc2S3)CC1	-1	2	7	-12	23	3	-4	-5	-7	-17	25
Cc1ccc(S(=O)(=O)C2(C(=O)Nc3ccc(F)cc3)CC2)cc1	-5	9	-6	8	-5	-9	2	0	5	-4	-16
CC(=O)N1CCN(c2ccc(S(=O)(=O)N3CCOCC3)cc2[N+](=O)[O-])CC1	-4	-1	8	-7	2	-6	-6	15	2	-6	7
CCC(C(=O)Nc1cccc(C(F)(F)F)c1)c1ccccc1 (stereo not drawn)	5	-4	-7	28	7	15	-13	5	0	-15	-3
COC(=O)c1ccc(CN2CCN(Cc3ccccc3)C(CCO)C2)cc1 (stereo not drawn)	1	-8	8	5	11	0	-4	6	9	-11	-3
Cc1cc([N+](=O)[O-])nn1Cc1c(F)c(F)c(F)c(F)c1F	8	-8	-1	2	-20	-8	2	6	-40	16	1
CCCCC(=O)NC(c1ccco1)c1c(O)ccc2ccccc12 (stereo not drawn)	7	-1	-3	-10	-1	7	5	5	8	-2	.
Cc1[nH]nc2c1C1(CCC3(CC1)OCCO3)C(C#N)=C(N)O2	-1	2	1	3	-5	8	-5	8	1	8	-3
Cc1cccc(N2CC(C(=O)Nc3ccc(N4CCOCC4)cc3)CC2=O)c1C (stereo not drawn)	1	37	-1	-17	-6	-7	4	-25	16	-16	-1
Cc1ccc2cc3cc(C(=O)NCCC(C)C)oc3nc2c1	-27	0	17	-2	6	13	-8	-10	5	-16	-7
COc1cc(C(=O)O)nc(OC)n1	-3	3	1	3	-6	-24	-72	2	7	3	-1

4 of the compounds above, with bars between the fields:
SMILES | EBV LMP1 NFkB | KKLEB cytotox | C8 TRAIL sens | LRH-1 inv ag | TWEAK Fn14 block | NR2F2 inh | NCOA1 inh | CF NFkB block | SRC3 inh | NCOA2 inhibitor | TROY NFkB inh
Cc1ccc(S(=O)(=O)C2(C(=O)Nc3ccc(F)cc3)CC2)cc1 | -5 | 9 | -6 | 8 | -5 | -9 | 2 | 0 | 5 | -4 | -16
CC(=O)N1CCN(c2ccc(S(=O)(=O)N3CCOCC3)cc2[N+](=O)[O-])CC1 | -4 | -1 | 8 | -7 | 2 | -6 | -6 | 15 | 2 | -6 | 7
CCC(C(=O)Nc1cccc(C(F)(F)F)c1)c1ccccc1 (stereo not drawn) | 5 | -4 | -7 | 28 | 7 | 15 | -13 | 5 | 0 | -15 | -3
COC(=O)c1ccc(CN2CCN(Cc3ccccc3)C(CCO)C2)cc1 (stereo not drawn) | 1 | -8 | 8 | 5 | 11 | 0 | -4 | 6 | 9 | -11 | -3
